Epigenetic derep: derepresses silenced GFP reporter in murine cells. murine LDR cells, GFP reporter derepression, 30 h. Potency, µM (titrated, usually from 53.9 µM), inactives show top-dose GFP activation, hits mostly activators. 280,000 compounds, 0.2% hits. AID 1865; also: potency is read from the fitted curve at half-maximal effect; % of control where 0% means no effect; nearly all actives have a fitted effect of over 60% in size
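In this reporter-derepression format, murine cells bearing a silenced integrated CMV-GFP locus incubate with test compound (30 h, 37 C), then are washed and imaged; fluorescent objects of 20–120 um count as induced cells.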
Luc counter: blocks Kinase-Glo luciferase, a counter-screen artifact; Q27757; Kinase-Glo luciferase, ATP luminescence, 8 min; Potency, µM (highest dose often 38.3 µM), for the others: top-dose activity change, negative = inhibition, most hits filed as inhibitors; 200,000 compounds, 0.28% hits; AID 1379; also: potency is read from the fitted curve at half-maximal effect; % is scaled to controls: 0 for no effect and ±100 for the full control effect; nearly all actives have a fitted effect of over 60% in size
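Inhibition of Kinase-Glo luciferase light generation was assessed at 10 uM ATP in pH 7.2 imidazole buffer, with luminescence measured after eight minutes at ambient temperature.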
CBFb-RUNX1 inh: blocks binding between human CBF-beta and RUNX1; Q01196+Q13951; AID 1477; Potency, µM (doses to about 59.8 µM), for the others: at the highest dose activity, negative = inhibition, most hits filed as inhibitors; AlphaScreen CBFb-His/RUNX1-biotin binding, biochemical; 230,000 tested, under 10 active; also: % of control where 0% means no effect
Target sequence (Q01196 whole entry, looked up): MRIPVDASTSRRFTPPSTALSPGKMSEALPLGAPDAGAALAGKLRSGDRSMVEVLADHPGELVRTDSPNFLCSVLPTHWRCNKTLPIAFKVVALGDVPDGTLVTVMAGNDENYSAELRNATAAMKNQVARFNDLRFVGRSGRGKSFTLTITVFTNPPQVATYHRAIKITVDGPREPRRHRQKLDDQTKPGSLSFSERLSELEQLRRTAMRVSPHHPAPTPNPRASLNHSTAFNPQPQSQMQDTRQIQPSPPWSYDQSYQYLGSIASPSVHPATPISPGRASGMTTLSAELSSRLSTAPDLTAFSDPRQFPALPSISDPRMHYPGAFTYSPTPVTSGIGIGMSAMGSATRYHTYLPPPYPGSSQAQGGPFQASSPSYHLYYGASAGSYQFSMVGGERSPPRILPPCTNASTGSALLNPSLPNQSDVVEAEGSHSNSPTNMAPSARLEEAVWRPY
Target sequence (Q13951 whole entry, looked up): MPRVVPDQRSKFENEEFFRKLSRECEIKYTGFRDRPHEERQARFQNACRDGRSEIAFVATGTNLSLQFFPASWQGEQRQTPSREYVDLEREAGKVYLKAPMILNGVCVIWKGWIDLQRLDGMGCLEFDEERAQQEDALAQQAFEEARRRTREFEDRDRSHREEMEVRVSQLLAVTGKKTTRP
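Read-out: AlphaScreen. Format: His-CBF-beta with biotinylated RUNX1 (30 nM each) preincubated 20 min, compound 15 min, Ni-chelate plus streptavidin beads 90 min; room temperature throughout.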
NPSR antag: blocks cAMP signaling of the human neuropeptide S receptor; Q6W5P4; CHO-NPSR cells, cAMP TR-FRET, antagonist mode; Potency, µM (doses to about 38.3 µM), inactives show at the highest dose activity change, negative = inhibition, usual class: inhibitors; 220,000 compounds, 1% hits; also: potency is read from the fitted curve at half-maximal effect; % is scaled to controls: 0 for no effect and ±100 for the full control effect; nearly all actives have a fitted effect of over 50% in size; many of its hits are not listed in these tables
Target sequence (Q6W5P4 whole entry, looked up): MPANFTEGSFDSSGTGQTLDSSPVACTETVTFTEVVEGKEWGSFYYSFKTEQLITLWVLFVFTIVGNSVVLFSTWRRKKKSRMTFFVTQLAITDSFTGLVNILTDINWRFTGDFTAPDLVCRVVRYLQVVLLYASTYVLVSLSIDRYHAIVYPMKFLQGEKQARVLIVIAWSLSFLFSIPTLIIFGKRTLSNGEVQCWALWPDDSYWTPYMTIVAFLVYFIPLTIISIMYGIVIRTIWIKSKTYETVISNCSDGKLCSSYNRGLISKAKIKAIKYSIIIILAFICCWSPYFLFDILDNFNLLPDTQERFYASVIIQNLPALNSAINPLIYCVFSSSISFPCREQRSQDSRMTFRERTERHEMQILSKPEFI
GLA spleen mod: inhibits or activates alpha-galactosidase in human spleen homogenate. 240,000 compounds, 0.008% hits. human spleen homogenate, 4MU-alpha-Gal fluorescence, 40 min. Potency, µM (top dose mostly 80 µM), for inactives: at the top dose activity change, negative = inhibition, actives largely listed as inhibitors. AID 2107;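 also: potency is read from the fitted curve at half-maximal effect; 0% = enzyme with vehicle and -100% = no enzyme basal signal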
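Human spleen homogenate (1 ug) was the enzyme source, with 4-methylumbelliferyl-alpha-D-galactopyranoside (1 mM final) in pH 5.0 citrate buffer with 0.01% Tween-20. Compounds were titrated; after 40 min at 37C, NaOH/glycine stop, 4-MU fluorescence read; AC50 from Hill fits.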
Lamin A splicing: LMNA splicing modulation | HeLa LMNA splicing GFP/RFP minigene ratio, 48 h | Potency, µM (titrated, usually from 46.1 µM), for the others: at the highest dose ratio change, negative = inhibition, actives largely listed as inhibitors | 200,000 compounds, 0.01% hits; active = well fitted inhibition curve with a large enough effect in the signal ratio, with a control signal flat, not every such curve was filed as active; inconclusive = small, poorly fitted or top-dose-only effect, or effect the other way, or a change in a side signal; the % refers to the signal ratio; also: potency is read from the fitted curve at half-maximal effect; % is scaled to controls: 0 for no effect and ±100 for the full control effect
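Read-out is the ratio of GFP to DsRed2 object intensity, acquired by 488 nm laser-scanning cytometry on HeLa lamin A-EGFP minigene reporter cells. Compound incubation 48 hrs at 37 °C in Opti-MEM with 2% FBS; DMSO 0.5% final.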
IMPase Li cell: cell-permeable IMPase inhibitors with lithium potentiation. CHO-M1 cells, IP1 TR-FRET (IP-One), carbachol + lithium. 210,000 compounds, 0.35% hits. AID 1457. Potency, µM (top dose mostly 59.4 µM), inactives show top-dose activity, negative = IMPase inhibition, hits mostly inhibitors;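 also: IP1 builds up when IMPase is blocked and the TR-FRET signal falls; potency is read from the fitted curve at half-maximal effect; plate controls were basal vehicle for no effect and high inhibitor control for full effect; nearly all actives have a fitted effect of over 50% in size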
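CHO cells stably expressing M1 receptor (2000/well) were cultured 16–30 h, then exposed to compounds with a small lithium addition for 30 min at 37C. IP1 was measured by TR-FRET competition; AC50 from Hill fits.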
Active calls of the source: *; u = inconclusive; x = not tested or not shown; & = joins results of further samples; [ ] = remark or other dose. Unless noted, calls follow the shape of the dose curve; as a rule, active = well fitted curve in the direction sought with a large enough effect; inconclusive = small, poorly fitted or top-dose-only effect, or another doubt; inactive = no such curve, though single readings can be large; an effect the other way counts as inactive or inconclusive. A portion of the library; rates above refer to the full screens.

SMILES	Epigenetic derep	Luc counter	CBFb-RUNX1 inh	NPSR antag	GLA spleen mod	Lamin A splicing	IMPase Li cell
Cc1cccc(/C=N\NC(=O)c2ccccc2-n2cccc2)c1	3.0%	-3%	-1%	-2%	3%	16%[46 µM]	3%
Cc1cc(C)c2c(=O)n(CC(=O)NCCCN3CCOCC3)sc2n1	0.0%	7.9µM*	5%	-4%[46.1 µM]	4%	4%	24%[38.3 µM]
CCOC(=O)/C(=C/c1cn(C)c2ccccc12)NC(=O)c1ccccc1	2.2%	x	-3%	12%	8%	-25%[46 µM]	x
COC(=O)c1ccc[n+](CC(=O)Nc2ccc(OC(F)F)cc2)c1	-2.8%	1%	16%	14%	8%	4%[46 µM]	7%
O=C(CSc1nnc(-c2cccnc2)o1)Nc1ccc(Cl)cc1	3.3%	5%	1%	0%	-1%	0%[46 µM]	4%
COc1ccc(N2CCN(C(c3nnnn3C3CCCC3)C(C)C)CC2)cc1 (configuration not stated)	0.2%	-6%	-1%	12%	-1%	2%[46 µM]	9%
CCN(CC)C(=O)N1CCN(S(=O)(=O)c2c(C)cc(C)cc2C)CC1	3.4%	0%	-7%	12%	3%	3%[46 µM]	u
Cc1ccc(CNC(=O)C2CCCN(Cc3cnn(-c4ccccc4)c3-n3cccc3)C2)cc1 (configuration not stated)	-1.1%	-5%	-6%	u	2%	8%	6%[38.3 µM]
O=C(Nc1ncc(S(=O)(=O)c2ccc([N+](=O)[O-])cc2)s1)c1ccccc1F	-0.3%	x	-2%	2%[7.67 µM]	3%	x	x
Cc1c(C)c(C)c(S(=O)(=O)N2CCNCC2)c(C)c1C	0.9%	x	0%	19%	-4%	x	-2%
O=C(Nc1ccc(-c2nc3ccc(NC(=O)c4cccs4)cc3[nH]2)cc1)c1cccs1	8.9%	-7%	u	-10%[46.1 µM]	-3%	8%	34%[38.3 µM]
CC1(C)Cc2c(sc3nc(N/N=C/c4ccccc4)[nH]c(=O)c23)CO1	3.9%	0%	19%	-44%	-4%	-3%	9%
CCOC(=O)c1c(NC(=O)CCN2C(=O)c3cccc([N+](=O)[O-])c3C2=O)sc(C(=O)OC(C)C)c1C	0.1%	0%	4%	-13%	3%	u	1%
Nn1c(SCC(=O)Nc2ccc3c(c2)OCCO3)nnc1-c1ccccn1	0.0%	2%	-11%	-5%[46.1 µM]	8%	-3%	0%[38.3 µM]
Cc1cccc2cc(C#N)c(NCCNC(=O)COc3ccccc3)nc12	-6.0%	7%	-7%	-3%	14%	x	-25%
COc1ccc(N(C(=O)CCC(=O)Nc2cc(C)on2)C(C(=O)NC2CCCC2)c2ccco2)cc1 (configuration not stated)	-2.5%	0%	12%	-11%	-8%	x	8%
COCOc1ccccc1C(=O)/C=C/c1ccccc1	-1.1%	-1%	-7%	x	1%	x	-5%
CCOc1ccc(CCNC(=O)CN(C)S(=O)(=O)c2ccc3c(c2)CCC(=O)N3)cc1OCC	-0.8%	1%	4%	-4%[46.1 µM]	-5%	4%	4%[38.3 µM]
COc1ccc(/C(N)=N/OC(=O)Cc2ccc(C)cc2)cc1	0.0%	-2%	u	5%	-6%	-11%	6%
CCc1nn(CC(=O)Nc2ccc(Br)c(C)c2)c(=N)s1	-0.1%	1%	0%	-27%	1%	x	1%
COc1cccc(NC(=O)CSCC(=O)Nc2ccccc2)c1	-0.7%	-3%	-5%	-3%[46.1 µM]	-19%	0%	26%[38.3 µM]
Cc1nc(C(=O)NCCC(C)C)sc1C1(C)CC(c2cccc([N+](=O)[O-])c2)=NO1 (configuration not stated)	-3.1%	x	3%	-51%	7%	x	x
CN(Cc1ccccc1)C(=O)c1c[nH]c2ccc(S(=O)(=O)N3CCOCC3)cc2c1=O	0.0%	5%	0%	6%	u	-5%	-1%
COc1cccc([C@@H]2Oc3ccc(Br)cc3C(=O)[C@H]2OC(=O)N[C@H]2CCCc3ccccc32)c1	-1.1%	0%	-4%	x	0%	x	8%
COc1ccc(CN(C)C(=O)COC(=O)c2c(-c3ccccc3Cl)noc2C)cc1	6.6%	1%	-5%	-51%	4%	x	25%
COc1cc(NC(=O)CN(c2ccc(C)cc2)S(=O)(=O)c2c(C)n[nH]c2C)cc(OC)c1	-4.3%	-5%	-6%	-30%[46.1 µM]	-2%	-1%	-13%[38.3 µM]
Cc1c(NC(=O)c2ccc(-c3cccc([N+](=O)[O-])c3)o2)c(=O)n(-c2ccccc2)n1C	1.1%	2%	2%	-11%	5%	9%[46 µM]	12%
COc1ccc(/C=N/c2c(-c3ccco3)nc3ccccn23)cc1OC	0.0%	u	-15%	-22%[46.1 µM]	0%	-9%	32%[activator][38.3 µM]
CC(=O)N1CC=CC1(CC(C)C)C(=O)NCCc1c[nH]c2ccccc12 (configuration not stated)	2.5%&0.2%	1%&-2%	u	7%	4%&11%	-1%	4%&-1%
Nc1ccc(C(=O)n2c3ccccc3c3ccccc32)cc1	1.2%	-3%	0%	u	-10%	u	-8%
CCSc1nnc(NC(=O)CSc2nc3c(c(=O)n2CCOC)SC(C)C3)s1 (configuration not stated)	1.0%	x	-5%	-17%	-1%	x	x
COc1ccc(CCNc2ccncn2)cc1	-1.2%	-4%	-1%	5%[46.1 µM]	-1%	6%	2%[38.3 µM]
O=C(NCc1nc2ccccc2[nH]1)C1=C[C@H](c2ccc(C(F)(F)F)cc2)C[C@H](OCc2ccc(CO)cc2)O1	-1.4%	x	u	u	1%	x	4%
Cc1ccc(NC(=S)N(Cc2ccc(Br)cc2)Cc2ccc(C(=O)O)cc2)cc1C	0.1%	1%	5%	-52%	-1%	-9%[46 µM]	16%
COc1ccc(NS(=O)(=O)c2cccs2)c(OC)c1	-0.4%	3%	1%	-9%[46.1 µM]	1%	3%	u
CN(C)c1ccc(C(=O)OCC(=O)N2CCOCC2)cc1	-1.6%	-5%	7%	11%	-3%	-1%[46 µM]	-1%
O=C(Nc1ccc(F)cc1)OCCOc1ccc([N+](=O)[O-])cc1	1.8%	x	2%	-2%	-5%	x	x
CC1(C)C2CCC1(C)C(OC(=O)CSc1nc(N)cc(=O)[nH]1)C2 (configuration not stated)	-0.8%	4%	3%	-2%[46.1 µM]	-9%	17%	3%[38.3 µM]
Cc1cccc(C)c1OCC(O)CN1CCN(c2ccccn2)CC1 (configuration not stated)	1.3%	-1%	-6%	5%	-10%	x	8%
O=C(N/N=C/C1CCCCC1)c1ccccn1	0.0%	-16%	-2%	-4%[46.1 µM]	6%	15%	-3%[38.3 µM]
CCN(CCO)C(=O)C12CCC(C)(C(=O)C1)C2(C)C (configuration not stated)	1.4%	11%	-4%	-19%[46.1 µM]	-1%	1%	-14%[38.3 µM]
Cc1nn(C)c(C)c1CNC(=O)c1nn2c(c1Cl)NC(c1cccs1)CC2C(F)(F)F (configuration not stated)	0.0%	2%	1%	2%[46.1 µM]	-23%	u	0%
COc1cc(NC(=O)Cn2cnc3ccccc3c2=O)c(OC)cc1Cl	-5.1%	2%	-6%	0%	-5%	18%[46 µM]	6%
COC(=O)c1cc2c(cc1N)OCCO2	-0.2%	-9%	1%	-17%	5%	-2%[46 µM]	2%
COC(=O)CCC(=O)OC1(C)C(=O)C2=CN(CCc3c[nH]c4ccccc34)C(c3ccc(OC)cc3)=CC2=C(Br)C1=O (configuration not stated)	x	-4%[7.66 µM]	7%[13.1 µM]	x	4%[17.5 µM]	7%[9.22 µM]	6%

Arranged by molar mass (lowest first): some entries from above
SMILES	Epigenetic derep	Luc counter	CBFb-RUNX1 inh	NPSR antag	GLA spleen mod	Lamin A splicing	IMPase Li cell
COC(=O)c1cc2c(cc1N)OCCO2	-0.2%	-9%	1%	-17%	5%	-2%[46 µM]	2%
COc1ccc(CCNc2ccncn2)cc1	-1.2%	-4%	-1%	5%[46.1 µM]	-1%	6%	2%[38.3 µM]
O=C(N/N=C/C1CCCCC1)c1ccccn1	0.0%	-16%	-2%	-4%[46.1 µM]	6%	15%	-3%[38.3 µM]
CCN(CCO)C(=O)C12CCC(C)(C(=O)C1)C2(C)C (configuration not stated)	1.4%	11%	-4%	-19%[46.1 µM]	-1%	1%	-14%[38.3 µM]
Nc1ccc(C(=O)n2c3ccccc3c3ccccc32)cc1	1.2%	-3%	0%	u	-10%	u	-8%
CN(C)c1ccc(C(=O)OCC(=O)N2CCOCC2)cc1	-1.6%	-5%	7%	11%	-3%	-1%[46 µM]	-1%
COc1ccc(NS(=O)(=O)c2cccs2)c(OC)c1	-0.4%	3%	1%	-9%[46.1 µM]	1%	3%	u
O=C(Nc1ccc(F)cc1)OCCOc1ccc([N+](=O)[O-])cc1	1.8%	x	2%	-2%	-5%	x	x
CC1(C)C2CCC1(C)C(OC(=O)CSc1nc(N)cc(=O)[nH]1)C2 (configuration not stated)	-0.8%	4%	3%	-2%[46.1 µM]	-9%	17%	3%[38.3 µM]
COc1ccc(/C=N/c2c(-c3ccco3)nc3ccccn23)cc1OC	0.0%	u	-15%	-22%[46.1 µM]	0%	-9%	32%[activator][38.3 µM]
CC(=O)N1CC=CC1(CC(C)C)C(=O)NCCc1c[nH]c2ccccc12 (configuration not stated)	2.5%&0.2%	1%&-2%	u	7%	4%&11%	-1%	4%&-1%
Cc1nn(C)c(C)c1CNC(=O)c1nn2c(c1Cl)NC(c1cccs1)CC2C(F)(F)F (configuration not stated)	0.0%	2%	1%	2%[46.1 µM]	-23%	u	0%
Cc1ccc(NC(=S)N(Cc2ccc(Br)cc2)Cc2ccc(C(=O)O)cc2)cc1C	0.1%	1%	5%	-52%	-1%	-9%[46 µM]	16%
O=C(NCc1nc2ccccc2[nH]1)C1=C[C@H](c2ccc(C(F)(F)F)cc2)C[C@H](OCc2ccc(CO)cc2)O1	-1.4%	x	u	u	1%	x	4%
COC(=O)CCC(=O)OC1(C)C(=O)C2=CN(CCc3c[nH]c4ccccc34)C(c3ccc(OC)cc3)=CC2=C(Br)C1=O (configuration not stated)	x	-4%[7.66 µM]	7%[13.1 µM]	x	4%[17.5 µM]	7%[9.22 µM]	6%

Source: PubChem (National Center for Advancing Translational Sciences (NCATS))
